From PubChem
PAFAH1B2 FP inh: inhibitors of human PAFAH1B2 | AID 492953 | P68402 | actives 1.2% (n = 340,000) | inhibition, % at 3.39 µM | recombinant PAFAH1B2, FP-rhodamine activity probe, fluorescence polarization;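 active = inhibition above the mean of all tested compounds plus 3 SD, cut at about 24% in these data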;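 also: 0% = enzyme with DMSO and 100% = wells lacking PAFAH1B2; many of its hits are not listed in these tables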
Target sequence (P68402 whole entry, looked up): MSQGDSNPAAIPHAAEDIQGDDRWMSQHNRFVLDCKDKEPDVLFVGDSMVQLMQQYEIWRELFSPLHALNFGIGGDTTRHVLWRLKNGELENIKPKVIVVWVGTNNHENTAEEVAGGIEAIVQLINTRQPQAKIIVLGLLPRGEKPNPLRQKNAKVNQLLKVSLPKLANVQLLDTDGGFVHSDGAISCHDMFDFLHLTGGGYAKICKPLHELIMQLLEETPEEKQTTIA
PREPL inhibitor: inhibits the human prolyl oligopeptidase-like enzyme | Q4J6C6 | recombinant PREPL, fluorescence polarization activity-based probe | inhibition, % at 5.96 µM | actives 0.68% (n = 320,000) | AID 2751; in the data active = inhibition above about 43%;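 also: 0% = enzyme with DMSO and 100% = wells lacking enzyme; many of its hits are not listed in these tables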
EBNA-1 inhibitor: blocks EBNA-1 binding to DNA | EBNA-1 DNA binding, fluorescence polarization | inhibition, % at 14.8 µM | actives 0.34% (n = 300,000) | AID 1950; in the data active = inhibition above about 28%
pPAFAH inh: pPAFAH (human) enzyme inhibition | Q13093 | actives 1.5% (n = 330,000) | AID 463082 | inhibition, % at 3.39 µM | recombinant pPAFAH, FP-rhodamine probe fluorescence polarization;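 active = inhibition above the mean inhibition across the screen plus 3 SD, cut at about 25% in these data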;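 also: inhibitors block binding of the rhodamine activity-based probe so polarization drops; 0% = enzyme with DMSO and 100% = wells lacking pPAFAH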
ZTA counter: ZTA (EBV) inhibition in EBNA-1 counter-screen; AID 2234; inhibition, % at 11 µM; actives 0.15% (n = 320,000); ZTA-DNA binding, fluorescence polarization; in the data active = inhibition above about 33%
Target sequence (P03206 whole entry, looked up): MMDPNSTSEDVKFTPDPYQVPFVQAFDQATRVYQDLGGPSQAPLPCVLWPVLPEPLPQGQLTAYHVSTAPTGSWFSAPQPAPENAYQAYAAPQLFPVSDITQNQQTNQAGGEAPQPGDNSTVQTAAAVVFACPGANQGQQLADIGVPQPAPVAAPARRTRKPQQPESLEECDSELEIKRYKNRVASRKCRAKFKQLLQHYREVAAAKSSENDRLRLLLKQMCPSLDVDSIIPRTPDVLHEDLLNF
LYPLA1 inh: blocks human lysophospholipase 1, a PME1 counter-screen. O75608. actives 0.16% (n = 320,000). inhibition, % at 5.9 µM. AID 2174. recombinant LYPLA1, FP-Rh probe fluorescence polarization;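 active = inhibition above the mean of all tested compounds plus 3 SD, set per campaign, cut at about 14% in these data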;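 also: inhibitors block serine hydrolase probe labeling of LYPLA1 so polarization falls; 0% = enzyme with DMSO and 100% = wells lacking LYPLA1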
Target sequence (O75608 whole entry, looked up): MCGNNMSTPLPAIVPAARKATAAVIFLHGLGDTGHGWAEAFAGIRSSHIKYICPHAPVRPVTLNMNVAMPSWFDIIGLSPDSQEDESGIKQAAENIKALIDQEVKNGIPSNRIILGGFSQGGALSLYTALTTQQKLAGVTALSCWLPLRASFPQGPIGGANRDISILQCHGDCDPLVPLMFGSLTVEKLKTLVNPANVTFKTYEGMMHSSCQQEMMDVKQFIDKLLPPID
LYPLA2 counter: counter-screen for PME1 inhibitors: inhibitors of human LYPLA2; O95372; actives 0.38% (n = 320,000); inhibition, % at 5.9 µM; recombinant LYPLA2, FP-Rh probe fluorescence polarization; AID 2177;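 active = inhibition above the screen-wide mean plus 3 SD, limit set per campaign, cut at about 26% in these data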;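 also: 0% = LYPLA2 with DMSO and 100% = wells lacking LYPLA2 enzyme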
Target sequence (O95372 whole entry, looked up): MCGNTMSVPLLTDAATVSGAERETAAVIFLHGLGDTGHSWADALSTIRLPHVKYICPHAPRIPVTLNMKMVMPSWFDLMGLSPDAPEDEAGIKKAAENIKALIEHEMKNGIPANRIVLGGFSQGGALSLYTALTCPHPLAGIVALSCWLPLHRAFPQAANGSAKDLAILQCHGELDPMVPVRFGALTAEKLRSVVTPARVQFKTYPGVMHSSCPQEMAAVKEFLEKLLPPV
PAFAH2 inh: PAFAH2 (human) inhibition; Q99487; recombinant PAFAH2, FP-rhodamine activity probe, fluorescence polarization; inhibition, % at 3.39 µM; actives 0.99% (n = 340,000); AID 492956;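 active = inhibition above the mean over all tested compounds plus 3 SD, cut at about 30% in these data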;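 also: inhibitors block probe labeling of enzyme so polarization drops; 0% = enzyme with DMSO and 100% = wells lacking PAFAH2 protein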
PAFAH1B3 FP inh: PAFAH1B3 (human) inhibition; actives 0.28% (n = 340,000); recombinant PAFAH1B3, FP-rhodamine probe, fluorescence polarization; inhibition, % at 3.39 µM; Q15102;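 active = inhibition above the screen-wide average of all tested compounds plus 3 SD, cut at about 25% in these data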;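 also: 0% = enzyme with DMSO only and 100% = wells lacking PAFAH1B3 protein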
Active calls of the source: *. A portion of the library. The share of hits here may be higher or lower than overall.

For CC(=O)NC(Cc1ccc(N(CCCl)CCCl)cc1)C(=O)NCC(=O)NCC(=O)O (stereo not given) the results were PAFAH1B2 FP inh 2, PREPL inhibitor -1, EBNA-1 inhibitor -10, pPAFAH inh -7, ZTA counter 11, LYPLA1 inh -2, LYPLA2 counter 1, PAFAH2 inh -1 and PAFAH1B3 FP inh 7.
For CCc1c(C(=O)NN2C(=O)C3C4CCC(O4)C3C2=O)csc1C (stereo not given) the results were PAFAH1B2 FP inh 6, PREPL inhibitor -2, EBNA-1 inhibitor -3, pPAFAH inh 4, ZTA counter 4, LYPLA1 inh -2, LYPLA2 counter -3, PAFAH2 inh 5 and PAFAH1B3 FP inh 11.
For CNC(=O)Oc1ccc2ncccc2c1 the results were PAFAH1B2 FP inh 10, PREPL inhibitor -2, EBNA-1 inhibitor -1, pPAFAH inh 2, ZTA counter 2, LYPLA1 inh -1, LYPLA2 counter 4, PAFAH2 inh 2 and PAFAH1B3 FP inh 1.
`CN1CCN(Cc2ccccc2Sc2ccccc2)CC1` gave PAFAH1B2 FP inh 11, PREPL inhibitor -5, EBNA-1 inhibitor -3, pPAFAH inh 3, ZTA counter -4, LYPLA1 inh 1, LYPLA2 counter 4, PAFAH2 inh 5 and PAFAH1B3 FP inh 3.
`COc1ccc(C(=O)OC2CC3CCC(C2)[N+]3(C)[O-])cc1OC` (stereo not given) gave PAFAH1B2 FP inh 1, PREPL inhibitor 1, EBNA-1 inhibitor -2, pPAFAH inh 6, ZTA counter 6, LYPLA1 inh 0, LYPLA2 counter 4, PAFAH2 inh 1 and PAFAH1B3 FP inh 2.
For CNC(C)Cc1ccccc1Sc1ccc(O)cc1 (stereo not given) the results were PAFAH1B2 FP inh 0, PREPL inhibitor -14, EBNA-1 inhibitor 1, pPAFAH inh 1, ZTA counter 8, LYPLA1 inh -1, LYPLA2 counter 5, PAFAH2 inh 4 and PAFAH1B3 FP inh 6.
Screening Cc1nc2ccccc2c(=O)n1-c1ccc([N+](=O)[O-])cc1 returned PAFAH1B2 FP inh 3, PREPL inhibitor 10, EBNA-1 inhibitor 3, pPAFAH inh -3, ZTA counter 1, LYPLA1 inh -1, LYPLA2 counter -1, PAFAH2 inh -1 and PAFAH1B3 FP inh -1.
For Cc1ccc(-c2nc(N(C)C3CCN(C)CC3)c3ccccc3n2)cc1 the results were PAFAH1B2 FP inh -3, PREPL inhibitor 5, EBNA-1 inhibitor -3, pPAFAH inh -1, ZTA counter 3, LYPLA1 inh -2, LYPLA2 counter -5, PAFAH2 inh 1 and PAFAH1B3 FP inh -6.
CN(C)C(Cc1ccc(C#N)cc1)C(=O)c1ccccc1 (stereo not given) was read as PAFAH1B2 FP inh 0, PREPL inhibitor 3, EBNA-1 inhibitor -6, pPAFAH inh 3, ZTA counter 12, LYPLA1 inh -2, LYPLA2 counter 3, PAFAH2 inh 2 and PAFAH1B3 FP inh 1.
For COc1ccc(CCNCc2c(OC)ccc3ccccc23)cc1 the results were PAFAH1B2 FP inh 2, PREPL inhibitor -73, EBNA-1 inhibitor -1, pPAFAH inh -2, ZTA counter -6, LYPLA1 inh 0, LYPLA2 counter 2, PAFAH2 inh 3 and PAFAH1B3 FP inh 8.
Screening c1ccc(-n2ccnc2)cc1 returned PAFAH1B2 FP inh 7, PREPL inhibitor 1, EBNA-1 inhibitor 2, pPAFAH inh 3, ZTA counter 12, LYPLA1 inh 3, LYPLA2 counter -2, PAFAH2 inh 1 and PAFAH1B3 FP inh -7.
Screening Cc1nn(Cc2ccc(Cl)cc2Cl)c(Cl)c1C(=O)NC1CCCc2ccccc21 (stereo not given) returned PAFAH1B2 FP inh 7, PREPL inhibitor -7, EBNA-1 inhibitor 10, pPAFAH inh 0, ZTA counter 15, LYPLA1 inh -4, LYPLA2 counter -2, PAFAH2 inh 12 and PAFAH1B3 FP inh -3.
OC12CCCCC1C(c1ccccc1)NCC2 (stereo not given) was read as PAFAH1B2 FP inh 2, PREPL inhibitor -3, EBNA-1 inhibitor -3, pPAFAH inh -2, ZTA counter -11, LYPLA1 inh 0, LYPLA2 counter 2, PAFAH2 inh -2 and PAFAH1B3 FP inh 7.
Screening COc1cc2c(cc1OC)C(C)NCC2 (stereo not given) returned PAFAH1B2 FP inh -2, PREPL inhibitor -2, EBNA-1 inhibitor 8, pPAFAH inh 5, ZTA counter 0, LYPLA1 inh 0, LYPLA2 counter 3, PAFAH2 inh 1 and PAFAH1B3 FP inh 8.
Nc1c(C(=O)NCCN2CCOCC2)c2nc3ccccc3nc2n1Cc1ccco1 was read as PAFAH1B2 FP inh -3, PREPL inhibitor 11, EBNA-1 inhibitor -1, pPAFAH inh 7, ZTA counter 7, LYPLA1 inh -3, LYPLA2 counter 0, PAFAH2 inh -11 and PAFAH1B3 FP inh 3.
Screening COc1c(C)cc(C(=O)C2CCCN(Cc3cccc(O)c3)C2)cc1C (stereo not given) returned PAFAH1B2 FP inh 1, PREPL inhibitor -36, EBNA-1 inhibitor -5, pPAFAH inh 5, ZTA counter -2, LYPLA1 inh -1, LYPLA2 counter -2, PAFAH2 inh -5 and PAFAH1B3 FP inh -2.
For Oc1c(Br)cc(Br)cc1Oc1ccc(Br)cc1Br the results were PREPL inhibitor -4, EBNA-1 inhibitor 11, pPAFAH inh 20, ZTA counter 16, LYPLA1 inh -3 and LYPLA2 counter -2.
O=Cc1cn(Cc2cccc(F)c2)c2ccccc12 was read as PAFAH1B2 FP inh 4, PREPL inhibitor -4, EBNA-1 inhibitor 10, pPAFAH inh 5, ZTA counter 9, LYPLA1 inh -3, LYPLA2 counter 7, PAFAH2 inh -9 and PAFAH1B3 FP inh 3.
`O=c1[nH]c(=O)n(CCc2ccc(F)cc2)c(O)c1C=NCCCn1ccnc1` gave PAFAH1B2 FP inh 6, PREPL inhibitor 15, EBNA-1 inhibitor -9, pPAFAH inh 0, ZTA counter -10, LYPLA1 inh 2, LYPLA2 counter 3, PAFAH2 inh 2 and PAFAH1B3 FP inh 10.
Screening COc1cc(C(=S)N2CCOCC2)cc(OC)c1OC(=O)Cc1ccccc1 returned PAFAH1B2 FP inh -1, PREPL inhibitor 10, EBNA-1 inhibitor 0, pPAFAH inh -5, ZTA counter 4, LYPLA1 inh -1, LYPLA2 counter 3, PAFAH2 inh 6 and PAFAH1B3 FP inh 12.
`O=[N+]([O-])c1cccc2c([N+](=O)[O-])cccc12` gave PAFAH1B2 FP inh 4, PREPL inhibitor 14, pPAFAH inh -6, ZTA counter 6, LYPLA1 inh 1, LYPLA2 counter 1, PAFAH2 inh 5 and PAFAH1B3 FP inh 9.
For COC(=O)C1=C(c2ccccc2)C[C@@H]2CC[C@H]1N2C(=O)N1CCCCC1 the results were PAFAH1B2 FP inh 10, PREPL inhibitor 1, EBNA-1 inhibitor 7, pPAFAH inh 5, ZTA counter 6, LYPLA1 inh -4, LYPLA2 counter -4, PAFAH2 inh 3 and PAFAH1B3 FP inh -3.
Screening COc1ccc(-c2[nH]ncc2CNC(C)Cc2ccsc2)c(F)c1 (stereo not given) returned PAFAH1B2 FP inh 2, PREPL inhibitor -19, EBNA-1 inhibitor 1, pPAFAH inh -6, ZTA counter -6, LYPLA1 inh -5, LYPLA2 counter -6, PAFAH2 inh -4 and PAFAH1B3 FP inh -5.
For NC(N)=N/N=C/c1cn(-c2ccccc2)nc1-c1cccs1 the results were PAFAH1B2 FP inh 4, PREPL inhibitor 24, EBNA-1 inhibitor -2, pPAFAH inh -2, ZTA counter -2, LYPLA1 inh -7, LYPLA2 counter 3, PAFAH2 inh 1 and PAFAH1B3 FP inh 18.
`COC(=O)C1=C(c2cccc(C#N)c2)C[C@@H]2CC[C@H]1N2C(=O)N1CCC(O)CC1` gave PAFAH1B2 FP inh 2, PREPL inhibitor -2, pPAFAH inh -2, ZTA counter 0, LYPLA1 inh -2, LYPLA2 counter 4, PAFAH2 inh 4 and PAFAH1B3 FP inh 10.
`CN1C(=O)C(=Cc2ccc(N3CCCCCC3)cc2)C(=O)N(C)C1=O` gave PAFAH1B2 FP inh 5, PREPL inhibitor -9, EBNA-1 inhibitor 7, pPAFAH inh 4, ZTA counter 7, LYPLA1 inh -8, LYPLA2 counter -6, PAFAH2 inh 1 and PAFAH1B3 FP inh -1.
`Cc1ccccc1-n1c(C)cc(/C=C2/C(=O)NC(=O)N(Cc3ccco3)C2=O)c1C` gave PAFAH1B2 FP inh 3, PREPL inhibitor 14, EBNA-1 inhibitor -5, pPAFAH inh 6, ZTA counter 13, LYPLA1 inh 1, LYPLA2 counter -2, PAFAH2 inh 42* and PAFAH1B3 FP inh 15.
Screening O=c1[nH]c(=S)n(Cc2ccc(F)cc2)c(O)c1C=NCc1cccnc1 returned PAFAH1B2 FP inh 28*, PREPL inhibitor -5, EBNA-1 inhibitor 8, pPAFAH inh 6, ZTA counter 14, LYPLA1 inh 0, LYPLA2 counter -1, PAFAH2 inh 0 and PAFAH1B3 FP inh -5.
`COC(=O)C1=C(c2ccccc2OCc2ccccc2)C[C@@H]2CC[C@H]1N2C(=O)NCc1ccc(OC)c(OC)c1` gave PAFAH1B2 FP inh -5, PREPL inhibitor 21, pPAFAH inh 7, ZTA counter 7, LYPLA1 inh 4, LYPLA2 counter 3, PAFAH2 inh 12 and PAFAH1B3 FP inh 13.
Nc1ccc(Cl)cc1C(=O)c1ccccc1 was read as PAFAH1B2 FP inh 0, PREPL inhibitor 8, EBNA-1 inhibitor -7, pPAFAH inh -2, ZTA counter 5, LYPLA1 inh 3, LYPLA2 counter -7, PAFAH2 inh 2 and PAFAH1B3 FP inh -1.
CC1CCN(S(=O)(=O)c2ccc(NN=C(C#N)C#N)cc2)CC1 was read as PREPL inhibitor 19, EBNA-1 inhibitor -8, pPAFAH inh 9, ZTA counter 14, LYPLA1 inh -17 and LYPLA2 counter -6.
Screening O=C1NC(=O)N(c2cccc(Cl)c2)C(=O)/C1=C\c1ccc(Sc2nc3ccccc3[nH]2)o1 returned PAFAH1B2 FP inh -37, PREPL inhibitor -39, EBNA-1 inhibitor 4, pPAFAH inh 15, ZTA counter 21, LYPLA1 inh -37, LYPLA2 counter -53, PAFAH2 inh -27 and PAFAH1B3 FP inh -48.
Screening O=C(CF)NC(Nc1cccc2cccnc12)C(Cl)(Cl)Cl (stereo not given) returned PAFAH1B2 FP inh 2, PREPL inhibitor -8, EBNA-1 inhibitor -3, pPAFAH inh 3, ZTA counter -2, LYPLA1 inh -2, LYPLA2 counter 6, PAFAH2 inh 0 and PAFAH1B3 FP inh 9.
Screening CCOP(=O)(OCC)C1(O)C(=O)Nc2ccc(Br)cc21 (stereo not given) returned PAFAH1B2 FP inh 0, PREPL inhibitor 2, EBNA-1 inhibitor 3, pPAFAH inh 2, ZTA counter 10, LYPLA1 inh -5, LYPLA2 counter -2, PAFAH2 inh 3 and PAFAH1B3 FP inh 11.
For CCC(=NCc1ccco1)c1c(O)n(-c2ccccc2C)c(=O)[nH]c1=O the results were PAFAH1B2 FP inh 4, PREPL inhibitor 5, EBNA-1 inhibitor -3, pPAFAH inh 1, ZTA counter 3, LYPLA1 inh -1, LYPLA2 counter 10, PAFAH2 inh 1 and PAFAH1B3 FP inh -5.

By substructure: the entries above containing bromine (2)
For Oc1c(Br)cc(Br)cc1Oc1ccc(Br)cc1Br the results were PREPL inhibitor -4, EBNA-1 inhibitor 11, pPAFAH inh 20, ZTA counter 16, LYPLA1 inh -3 and LYPLA2 counter -2.
Screening CCOP(=O)(OCC)C1(O)C(=O)Nc2ccc(Br)cc21 (stereo not given) returned PAFAH1B2 FP inh 0, PREPL inhibitor 2, EBNA-1 inhibitor 3, pPAFAH inh 2, ZTA counter 10, LYPLA1 inh -5, LYPLA2 counter -2, PAFAH2 inh 3 and PAFAH1B3 FP inh 11.
